High-throughput results from PubChem BioAssay.
Wee1 stabilizer: Wee1 degradation inhibitors, primary screen, cell-based, HeLa, Wee1K328M-luciferase, luminescence; HeLa Luc-Wee1K328M stability; 100% = proteasome inhibitor MG132 effect; 220,000 tested, 1.2% active; Wee1-like protein kinase (Homo sapiens), P30291; reporter increase, % at 5 µM;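 active = activation above the mean of all tested compounds plus 3 SD, set per screening run, cut at about 8.8% in these data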;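 note: cells exposed to compound for 20 h before luminescence read; 0% = DMSO alone and 100% = MG132 at 30 µM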
p97 ATPase inh: inhibitors of human p97 ATPase, primary screen, biochemical | recombinant p97 ATPase, Kinase-Glo ATP luminescence, 3 h | inhibition, % at 8 µM | 220,000 tested, 0.42% active | AID 1481, 2009; in the data active = inhibition above about 15%;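 note: 0% = DMSO vehicle and 100% = wells lacking enzyme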
PERK inh: block of dimerizer-induced PERK translation repression, primary screen, PERK inhibitor project, CHO PERK-DD cells, SEAP luminescence, HTS; AID 1416, 2008; Eukaryotic translation initiation factor 2-alpha kinase 3 (Homo sapiens), Q9NZJ5; inhibition, % at 5.6 µM; 220,000 tested, 0.17% active; CHO PERK-DD fusion, SEAP luminescence translation reporter;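 active = inhibition above the mean inhibition of all tested compounds plus 3 SD, set separately per screening campaign, cut at about 2.9% in these data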;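 note: PERK kinase domain activated by AP20187 dimerizer at 100 nM; 0% = DMSO with dimerizer and 100% = rapamycin at 8.4 µM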
FXIa inh: human FXIa protease inhibitors, primary screen, biochemical, 1536-well | 220,000 tested, 0.14% active | inhibition, % at 5 µM | purified FXIa, Boc-Glu-Ala-Arg-AMC fluorogenic substrate | Coagulation factor XI (Homo sapiens), P03951;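 active = inhibition of at least 40%; inactive = inhibition below 40%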;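 note: fluorescence of freed AMC excited at 355 nm; 0% = enzyme without compound and 100% = no enzyme blank; many of its hits are not listed in these tables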
Furin inh: human furin inhibitors, primary screen, biochemical, fluorescence intensity | AID 463115, 2010 | 220,000 tested, 0.061% active | purified furin, fluorogenic substrate cleavage | inhibition, % at 30 µM; in the data active = inhibition above about 25%; note: inactives centre near -15
KLK5 inh: human KLK5 protease inhibitors, primary screen, biochemical, 1536-well; Kallikrein-5 (Homo sapiens), Q9Y337; recombinant hK5, fluorogenic AMC substrate cleavage; inhibition, % at 5 µM; 210,000 tested, 0.59% active;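 active = inhibition of 40% or more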;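 note: 0% = enzyme controls without compound and 100% = no-enzyme blanks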
FXIIa inh 1536: human FXIIa protease inhibitors, primary screen, biochemical, 1536-well; Coagulation factor XII (Homo sapiens), P00748; purified FXIIa, Boc-QGR-AMC fluorogenic substrate, 2 h; inhibition, % at 5 µM; 220,000 tested, 0.3% active; AID 800, 2007; in the data active = inhibition above about 40%;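 note: 0% = enzyme with no compound and 100% = blank without enzyme; many of its hits are not listed in these tables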
Cl transport mod: KCC2 cotransporter modulators, thallium flux, primary screen, cell-based, HEK293 KCC2, FluoZin-2 fluorescence, MLSMR; Solute carrier family 12 member 5 (Homo sapiens), Q9H2X9; KCC2 cells, thallium flux FluoZin-2 fluorescence; B-score of Tl+ flux slope (higher = more flux/activation; lower = inhibition) at 10 µM; 190,000 tested, 2.2% active; AID 1456, 2008;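 active = thallium flux slope and its plate-corrected score both differing from the plate sample mean at a set confidence after two filtering rounds, in either direction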;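 note: slope of fluorescence scaled to starting intensity during 10 to 20 s after thallium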
Target sequence (Q9H2X9 whole entry, looked up): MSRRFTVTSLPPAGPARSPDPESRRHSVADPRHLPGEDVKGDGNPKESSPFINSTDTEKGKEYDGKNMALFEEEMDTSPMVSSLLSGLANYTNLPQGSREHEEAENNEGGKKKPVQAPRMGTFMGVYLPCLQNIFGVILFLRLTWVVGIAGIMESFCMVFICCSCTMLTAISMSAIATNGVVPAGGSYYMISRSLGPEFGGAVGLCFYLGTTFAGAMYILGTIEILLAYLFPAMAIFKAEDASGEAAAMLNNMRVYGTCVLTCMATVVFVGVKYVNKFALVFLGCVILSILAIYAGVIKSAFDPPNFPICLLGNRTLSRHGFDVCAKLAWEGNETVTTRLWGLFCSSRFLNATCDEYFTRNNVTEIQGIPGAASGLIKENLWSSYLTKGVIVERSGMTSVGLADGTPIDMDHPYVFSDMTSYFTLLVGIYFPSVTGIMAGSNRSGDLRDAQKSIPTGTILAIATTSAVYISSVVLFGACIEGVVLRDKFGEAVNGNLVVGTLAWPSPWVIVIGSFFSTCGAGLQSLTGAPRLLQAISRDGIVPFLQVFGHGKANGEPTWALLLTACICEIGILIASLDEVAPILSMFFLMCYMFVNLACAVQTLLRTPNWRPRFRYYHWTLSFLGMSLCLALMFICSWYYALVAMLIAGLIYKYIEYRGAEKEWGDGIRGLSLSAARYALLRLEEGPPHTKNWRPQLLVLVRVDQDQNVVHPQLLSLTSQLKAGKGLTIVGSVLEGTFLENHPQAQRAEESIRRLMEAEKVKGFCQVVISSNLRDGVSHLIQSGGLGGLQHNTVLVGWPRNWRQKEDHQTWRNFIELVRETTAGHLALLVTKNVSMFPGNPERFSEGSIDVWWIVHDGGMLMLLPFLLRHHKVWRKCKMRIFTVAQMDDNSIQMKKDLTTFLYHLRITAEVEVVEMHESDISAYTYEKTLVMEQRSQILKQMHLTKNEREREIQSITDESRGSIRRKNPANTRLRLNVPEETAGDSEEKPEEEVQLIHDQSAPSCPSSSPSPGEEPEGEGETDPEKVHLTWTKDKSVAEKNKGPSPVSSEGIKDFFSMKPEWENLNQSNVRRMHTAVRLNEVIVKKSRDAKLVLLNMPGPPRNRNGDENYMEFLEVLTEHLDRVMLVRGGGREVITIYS
Thrombin inh: human alpha-thrombin inhibitors, primary screen, counter-screen for coagulation protease inhibitor project, biochemical, 1536-well, fluorogenic AMC substrate; Prothrombin (Homo sapiens), P00734; Boc-VPR-AMC fluorogenic substrate cleavage; inhibition, % at 5 µM; 220,000 tested, 0.26% active; AID 1046, 2008;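 active = inhibition at or above 40%; inactive = inhibition below 40%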;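 note: 0% = enzyme with no compound and 100% = wells without enzyme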
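Test system: human alpha-thrombin; medium: pH 7.5 Tris-saline with Tween 20; times: reaction at room temperature; signal: AMC fluorescence at 355 nm excitation and 460 nm emission; also added: Boc-VPR-AMC substrate, 15 µM final; dosing: one concentration per compound, 5 µM, with 0.2% DMSO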
Active calls of the source: *; [ ] = another dose, or the depositor's remark.

For O=C(OCC(=O)N1CCN(C(=O)c2ccco2)CC1)c1cc(S(=O)(=O)Nc2ccc(Cl)cc2)ccc1O the results were Wee1 stabilizer -3, p97 ATPase inh 9, PERK inh 1.4, FXIa inh -1, Furin inh -18, KLK5 inh 0, FXIIa inh 1536 10, Cl transport mod -0.14 and Thrombin inh -4.
`Cc1cc(NCCCN(C)C)n2nc(-c3cccs3)cc2n1` gave Wee1 stabilizer 0, p97 ATPase inh 3, PERK inh -1.4, FXIa inh 1, Furin inh -27[20 µM], KLK5 inh -7, FXIIa inh 1536 11, Cl transport mod -0.046 and Thrombin inh 1.
CCCN1CCN(C(=O)c2cn(CC(C)C)c(=O)c3cc(OC)c(OC)cc23)CC1 was read as Wee1 stabilizer 1, p97 ATPase inh -3, PERK inh -0.5, FXIa inh -1, Furin inh -6[20 µM], KLK5 inh 2, FXIIa inh 1536 10, Cl transport mod 0.83 and Thrombin inh 4.
`Cc1cc(-c2n[nH]c(=S)n2Cc2ccco2)nn1C` gave Wee1 stabilizer 2, p97 ATPase inh 4, PERK inh 1.1, FXIa inh 7, Furin inh -17, KLK5 inh -8, FXIIa inh 1536 8, Cl transport mod 0.077 and Thrombin inh 0.
Screening COc1ccccc1-n1c(SCC(=O)Nc2cccc(C)c2)nc2c(c1=O)SCC2 returned Wee1 stabilizer -1, p97 ATPase inh 4, PERK inh -0.9, FXIa inh 3, Furin inh -28, KLK5 inh -2, FXIIa inh 1536 14 and Thrombin inh -6.
For CN1CCN(C(=O)c2cc3nc(-c4ccc(Cl)cc4)cc(C(F)(F)F)n3n2)CC1 the results were Wee1 stabilizer 1, p97 ATPase inh -5, PERK inh -0.1, FXIa inh 5, Furin inh -14, KLK5 inh -10, FXIIa inh 1536 14 and Thrombin inh 5.
O=C(CSc1nccn1-c1ccc(F)cc1)Nc1ccc2c(c1)OCO2 was read as Wee1 stabilizer 1, p97 ATPase inh -3, PERK inh -0.6, FXIa inh -6, Furin inh -5, KLK5 inh 1, FXIIa inh 1536 7, Cl transport mod -1.2 and Thrombin inh -5.
`COc1ccccc1NC(=O)Cn1c(CN2CCCCC2)nc2ccccc2c1=O` gave Wee1 stabilizer 0, p97 ATPase inh 0, PERK inh -0.3, FXIa inh 1, Furin inh -27, KLK5 inh -22, FXIIa inh 1536 -7, Cl transport mod 0.42 and Thrombin inh -8.
`Cc1ccc(S(=O)(=O)N2CCN(CC(=O)N/N=C/c3cc([N+](=O)[O-])ccc3Cl)CC2)cc1` gave Wee1 stabilizer 2, p97 ATPase inh -1, PERK inh 0.0, FXIa inh 3, Furin inh -18, KLK5 inh 12, FXIIa inh 1536 13, Cl transport mod -0.25 and Thrombin inh -5.
Cc1cc(N2CCCC2)nc(N2C3CCC2CC(O)(c2ccc(F)cc2)C3)n1 (stereo not drawn) was read as Wee1 stabilizer 16*, p97 ATPase inh -1, PERK inh 0.4, FXIa inh 1, Furin inh -21, KLK5 inh -2, FXIIa inh 1536 10, Cl transport mod 0.14 and Thrombin inh 4.
CC(C)NCc1c(O)c(Br)cc2oc3c(c12)CCCC3 was read as Wee1 stabilizer -4, p97 ATPase inh 1, PERK inh 0.0, FXIa inh -4, Furin inh -26[20 µM], KLK5 inh -5, FXIIa inh 1536 10, Cl transport mod 0.36 and Thrombin inh -4.
`COc1ccc(C(=O)c2c[nH]c(C(=O)NCCCN3CCOCC3)c2)cc1` gave Wee1 stabilizer 0, p97 ATPase inh 1, PERK inh 0.7, FXIa inh -3, Furin inh -19, KLK5 inh -2, FXIIa inh 1536 -8, Cl transport mod -0.15 and Thrombin inh 1.
`COc1ccc2c(c1)CCc1c(C(=O)NCC(C)C)noc1-2` gave Wee1 stabilizer 1, p97 ATPase inh -3, PERK inh -0.5, FXIa inh -5, Furin inh -23, KLK5 inh -17, FXIIa inh 1536 6, Cl transport mod 0.75 and Thrombin inh 1.
Screening COCCCn1c(SCC(=O)Nc2nc3ccccc3s2)nnc1-c1ccoc1C returned Wee1 stabilizer 1, p97 ATPase inh -4, PERK inh -0.7, FXIa inh 0, Furin inh -16[20 µM], KLK5 inh -5, FXIIa inh 1536 9, Cl transport mod -0.85 and Thrombin inh -2.
For COCc1ccc([C@@H]2C[C@H]3CN(Cc4cccc(Cl)c4)C(=O)[C@]34CCCN24)o1 the results were Wee1 stabilizer 0, p97 ATPase inh 0, PERK inh 0.3, FXIa inh 2, Furin inh -24, KLK5 inh 0, FXIIa inh 1536 12, Cl transport mod 0.17 and Thrombin inh -2.
For O=C(CSc1nnc(-c2ccco2)n1-c1ccccc1)N1CCN(C(=O)c2ccco2)CC1 the results were Wee1 stabilizer 0, p97 ATPase inh 4, PERK inh 0.1, FXIa inh 5, Furin inh -8[20 µM], KLK5 inh -13, FXIIa inh 1536 -6 and Thrombin inh -2.
For Fc1ccc(N/N=C/c2ccc(N3CCOCC3)cc2)c(F)c1 the results were Wee1 stabilizer -3, p97 ATPase inh -5, PERK inh 0.6, FXIa inh 32, Furin inh -15, KLK5 inh 23, FXIIa inh 1536 37, Cl transport mod 0.28 and Thrombin inh 39.
For O=C(COc1cccc2cccnc12)NCc1cccs1 the results were Wee1 stabilizer 0, p97 ATPase inh -2, PERK inh 0.3, FXIa inh -5, Furin inh -4, KLK5 inh -1, FXIIa inh 1536 7, Cl transport mod -1.2 and Thrombin inh -4.
Cc1cc(=O)[nH]c2c1c(C)nn2C(C)(C)C was read as Wee1 stabilizer -1, p97 ATPase inh 10, PERK inh 0.9, FXIa inh -2, Furin inh -9, KLK5 inh -14, FXIIa inh 1536 0, Cl transport mod 0.67 and Thrombin inh -11.
Screening C/C(=N\NC(N)=O)c1ccccc1Cl returned Wee1 stabilizer 3, p97 ATPase inh 8, PERK inh 2.0, FXIa inh 8, Furin inh -15, KLK5 inh 4, FXIIa inh 1536 10 and Thrombin inh 0.
For Cc1ccc(NC(=O)COC(=O)c2ccc3c(c2)OCCO3)cc1S(=O)(=O)N1CCOCC1 the results were Wee1 stabilizer -1, p97 ATPase inh 1, PERK inh 1.2, FXIa inh -2, Furin inh -12, KLK5 inh 0, FXIIa inh 1536 5, Cl transport mod -0.13 and Thrombin inh 4.
Screening COc1cccc2cc(/C(=N/O)c3ccc(Br)cc3)oc12 returned Wee1 stabilizer 1, p97 ATPase inh 1, PERK inh 0.1, FXIa inh -7, Furin inh -26, KLK5 inh -27, FXIIa inh 1536 -3, Cl transport mod 0.58 and Thrombin inh 0.
For O=C(O)CSCC(=O)Nc1cccc(C(F)(F)F)c1 the results were Wee1 stabilizer -1, p97 ATPase inh 2, PERK inh 2.1, FXIa inh 5, Furin inh -22[20 µM], KLK5 inh -5, FXIIa inh 1536 12, Cl transport mod -0.2 and Thrombin inh 1.
Screening CC(C)(C)c1nnc2cccc(Cl)n12 returned Wee1 stabilizer -3, p97 ATPase inh 5, PERK inh 1.1, FXIa inh 2, Furin inh -19, KLK5 inh -6, FXIIa inh 1536 3, Cl transport mod 0.42 and Thrombin inh -3.
`Cn1cccc1/C=C1\SC(=S)N(CC(=O)O)C1=O` gave Wee1 stabilizer -3, p97 ATPase inh 3, PERK inh 0.7, FXIa inh 5, Furin inh 20, KLK5 inh -13, FXIIa inh 1536 8, Cl transport mod 0.085 and Thrombin inh 0.
For CCN(CC)S(=O)(=O)c1ccc(NC(=S)NC(=O)CC(C)C)cc1 the results were Wee1 stabilizer -1, p97 ATPase inh 5, PERK inh 0.5, FXIa inh 6, Furin inh -21, KLK5 inh -17, FXIIa inh 1536 8, Cl transport mod 0.011 and Thrombin inh -5.
`NS(=O)(=O)c1ccc(Cc2ncc(C(F)(F)F)cc2Cl)s1` gave Wee1 stabilizer -1, p97 ATPase inh 1, PERK inh -0.6, FXIa inh 3, Furin inh -14[20 µM], KLK5 inh -1, FXIIa inh 1536 17, Cl transport mod -0.23 and Thrombin inh 3.
CCN(CC)C(=O)CSc1ccc(C(F)(F)F)cc1[N+](=O)[O-] was read as Wee1 stabilizer -3, p97 ATPase inh 0, PERK inh 0.2, FXIa inh 7, Furin inh -5, KLK5 inh -9, FXIIa inh 1536 15, Cl transport mod 0.65 and Thrombin inh 0.
`Cn1nnc2cc(NC(=O)NCc3ccc4c(c3)OCO4)ccc21` gave Wee1 stabilizer -1, p97 ATPase inh 4, PERK inh 1.4, FXIa inh 1, Furin inh -21[20 µM], KLK5 inh -5, FXIIa inh 1536 10, Cl transport mod -0.12 and Thrombin inh -6.
`COc1ccc(C2=NNC(c3cccs3)=Nc3ccc(OC)cc32)cc1` gave Wee1 stabilizer -2, p97 ATPase inh 0, PERK inh -0.3, FXIa inh -6, Furin inh -10[20 µM], KLK5 inh -3, FXIIa inh 1536 3, Cl transport mod -0.096 and Thrombin inh -3.
For COC(=O)c1cc2c(C)nn(-c3ccccc3)c2s1 the results were Wee1 stabilizer 0, p97 ATPase inh 0, PERK inh 1.4, FXIa inh 6, Furin inh -16, KLK5 inh 5, FXIIa inh 1536 15, Cl transport mod -0.0011 and Thrombin inh 1.
Screening O=C(CSc1ccccc1)N(c1ccc(Br)cc1)c1nccs1 returned Wee1 stabilizer -3, p97 ATPase inh 4, PERK inh 0.5, FXIa inh 4, Furin inh -7, KLK5 inh -13, FXIIa inh 1536 10, Cl transport mod -1.4 and Thrombin inh -9.

Grouped by structure, the compounds so far with a thiophene ring, fused or not (5)
`Cc1cc(NCCCN(C)C)n2nc(-c3cccs3)cc2n1` gave Wee1 stabilizer 0, p97 ATPase inh 3, PERK inh -1.4, FXIa inh 1, Furin inh -27[20 µM], KLK5 inh -7, FXIIa inh 1536 11, Cl transport mod -0.046 and Thrombin inh 1.
For O=C(COc1cccc2cccnc12)NCc1cccs1 the results were Wee1 stabilizer 0, p97 ATPase inh -2, PERK inh 0.3, FXIa inh -5, Furin inh -4, KLK5 inh -1, FXIIa inh 1536 7, Cl transport mod -1.2 and Thrombin inh -4.
`NS(=O)(=O)c1ccc(Cc2ncc(C(F)(F)F)cc2Cl)s1` gave Wee1 stabilizer -1, p97 ATPase inh 1, PERK inh -0.6, FXIa inh 3, Furin inh -14[20 µM], KLK5 inh -1, FXIIa inh 1536 17, Cl transport mod -0.23 and Thrombin inh 3.
`COc1ccc(C2=NNC(c3cccs3)=Nc3ccc(OC)cc32)cc1` gave Wee1 stabilizer -2, p97 ATPase inh 0, PERK inh -0.3, FXIa inh -6, Furin inh -10[20 µM], KLK5 inh -3, FXIIa inh 1536 3, Cl transport mod -0.096 and Thrombin inh -3.
For COC(=O)c1cc2c(C)nn(-c3ccccc3)c2s1 the results were Wee1 stabilizer 0, p97 ATPase inh 0, PERK inh 1.4, FXIa inh 6, Furin inh -16, KLK5 inh 5, FXIIa inh 1536 15, Cl transport mod -0.0011 and Thrombin inh 1.
